Lamin A splicing – qHTS Assay for Modulators of Lamin A Splicing; HeLa LMNA splicing GFP/RFP minigene ratio, 48 h; Potency, µM (titrated, usually from 46.1 µM), without a hit: at the top dose ratio change, negative = inhibition, actives largely listed as inhibitors; 0.01% of 200,000 active; active = well fitted inhibition curve with a large enough effect in the signal ratio, with a control signal flat, not every such curve was filed as active; inconclusive = small, poorly fitted or top-dose-only effect, or effect the other way, or a change in a side signal; the % refers to the signal ratio; also: potency is read from the fitted curve at half-maximal effect; % is scaled to controls: 0 for no effect and ±100 for the full control effect
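Read-out is the ratio of GFP to DsRed2 object intensity, acquired by 488 nm laser-scanning cytometry on HeLa lamin A-EGFP minigene reporter cells. Compound incubation 48 hrs at 37 °C in Opti-MEM with 2% FBS; DMSO 0.5% final.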
CBFb-RUNX1 inh – qHTS Assay for Compounds Blocking the Interaction Between CBF-beta and RUNX1 for the Treatment of Acute Myeloid Leukemia | AlphaScreen CBFb-His/RUNX1-biotin binding, biochemical | Potency, µM (top dose mostly 59.8 µM), without a hit: top-dose activity, negative = inhibition, most hits filed as inhibitors | 230,000 tested, under 10 active; also: % of control where 0% means no effect
Target sequence (Q01196 whole entry, looked up): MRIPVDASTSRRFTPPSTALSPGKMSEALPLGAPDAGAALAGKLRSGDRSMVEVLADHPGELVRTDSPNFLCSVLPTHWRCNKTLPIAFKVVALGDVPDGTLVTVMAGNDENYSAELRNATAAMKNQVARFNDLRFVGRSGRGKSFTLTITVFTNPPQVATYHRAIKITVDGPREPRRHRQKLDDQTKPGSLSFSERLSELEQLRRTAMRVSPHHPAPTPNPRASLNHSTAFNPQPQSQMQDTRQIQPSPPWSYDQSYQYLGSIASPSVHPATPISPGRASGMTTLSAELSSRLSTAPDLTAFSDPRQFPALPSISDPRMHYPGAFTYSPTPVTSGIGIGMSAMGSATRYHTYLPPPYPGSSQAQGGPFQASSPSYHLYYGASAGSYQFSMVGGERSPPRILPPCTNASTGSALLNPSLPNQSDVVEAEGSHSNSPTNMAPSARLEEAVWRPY
Target sequence (Q13951 whole entry, looked up): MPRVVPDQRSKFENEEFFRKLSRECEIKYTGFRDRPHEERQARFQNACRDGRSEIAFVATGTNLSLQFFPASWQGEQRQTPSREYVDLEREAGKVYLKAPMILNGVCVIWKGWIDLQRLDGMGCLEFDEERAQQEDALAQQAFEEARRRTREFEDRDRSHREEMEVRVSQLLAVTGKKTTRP
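Interaction loss through any mechanism counts as activity. Pre-formed complex of His-CBF-beta and biotin-RUNX1 (30 nM apiece) is incubated with compound 15 min, then with 50 ng nickel and 50 ng streptavidin beads for 90 min before AlphaScreen detection.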
HttQ103 aggreg – qHTS Multiplex Assay to Identify Dual Action Probes in a Cell Model of Huntington: Aggregate Formation (GFP); PC12 HttQ103-GFP aggregates, Acumen cytometry, 40 h; Potency, µM (titrated, usually from 46.1 µM), without a hit: at the top dose activity change, negative = inhibition, usual class: inhibitors; 1.1% of 220,000 active; also: potency is read from the fitted curve at half-maximal effect; % is scaled to controls: 0 for no effect and ±100 for the full control effect; nearly all actives have a fitted effect of over 60% in size
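Aggregate formation scored by laser-scanning cytometer (488 excitation, 500–530 emission) in lysed PC12 cells expressing Q103-GFP after 100 nM tebufenozide induction; library tested in dose series, with ATPLite reagent added in the multiplex.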
IMPase Li inh – qHTS Assay for Identifying the Cell-Membrane Permeable IMPase Inhibitors: Potentiation with Lithium; CHO-M1 cells, IP1 TR-FRET (IP-One), carbachol + lithium; Potency, µM (top dose mostly 59.4 µM), for inactives: at the top dose activity, negative = IMPase inhibition, actives largely listed as inhibitors; 0.35% of 210,000 active;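 also: IP1 builds up when IMPase is blocked and the TR-FRET signal falls; potency is read from the fitted curve at half-maximal effect; plate controls were basal vehicle for no effect and high inhibitor control for full effect; nearly all actives have a fitted effect of over 50% in size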
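Lithium-sensitised IP1 accumulation assay; M1-expressing CHO cells treated 30 min at 37C with compound. Competitive antibody detection by time-resolved FRET followed a 10 min room-temperature lysis step.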
NPSR antagonist – qHTS Assay for Antagonists of the Neuropeptide S Receptor: cAMP Signal Transduction | Q6W5P4 | AID 1461, 2008 | Potency, µM (top dose mostly 38.3 µM), for the others: top-dose activity change, negative = inhibition, most hits filed as inhibitors | CHO-NPSR cells, cAMP TR-FRET, antagonist mode | 1% of 220,000 active; also: potency is read from the fitted curve at half-maximal effect; % is scaled to controls: 0 for no effect and ±100 for the full control effect; nearly all actives have a fitted effect of over 50% in size; many of its hits are not listed in these tables
Target sequence (Q6W5P4 whole entry, looked up): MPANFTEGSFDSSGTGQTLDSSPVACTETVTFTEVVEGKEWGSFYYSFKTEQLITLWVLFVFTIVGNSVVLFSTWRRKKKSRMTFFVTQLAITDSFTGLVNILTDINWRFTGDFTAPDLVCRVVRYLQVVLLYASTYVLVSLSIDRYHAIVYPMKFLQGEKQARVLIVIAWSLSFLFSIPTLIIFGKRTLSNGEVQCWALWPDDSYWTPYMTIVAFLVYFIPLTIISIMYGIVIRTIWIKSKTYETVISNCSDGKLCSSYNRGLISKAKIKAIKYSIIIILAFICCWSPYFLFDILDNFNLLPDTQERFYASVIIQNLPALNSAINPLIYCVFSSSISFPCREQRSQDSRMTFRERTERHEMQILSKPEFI
KinaseGlo FLuc – Counterscreen for Luciferase (Kinase-Glo TM) Inhibition | Luciferin 4-monooxygenase (Photuris pensylvanica), Q27757 | Kinase-Glo luciferase, ATP luminescence, 8 min | Potency, µM (highest dose often 38.3 µM), inactives show top-dose activity change, negative = inhibition, most hits filed as inhibitors | 0.28% of 200,000 active; also: potency is read from the fitted curve at half-maximal effect; % is scaled to controls: 0 for no effect and ±100 for the full control effect; nearly all actives have a fitted effect of over 60% in size
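Compounds were added to a substrate mix at pH 7.2 (50 mM imidazole, 10 uM ATP, within the enzyme's linear range), followed by Kinase-Glo detection reagent; luminescence was measured after 8 minutes at ambient temperature.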
Epigenetic derep – Quantitative High-Throughput Screen for Regulators of Epigenetic Control; murine LDR cells, GFP reporter derepression, 30 h; Potency, µM (series often up to 53.9 µM), for the others: at the highest dose GFP activation, usual class: activators; 0.2% of 280,000 active; also: potency is read from the fitted curve at half-maximal effect; % of control where 0% means no effect; nearly all actives have a fitted effect of over 60% in size
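GFP-positive cell count by laser-scanning cytometry (objects 20–120 um) after 30 h, 37 C compound exposure of murine LDR cells; reporter is CMV-GFP integrated at a silenced locus, inducible by HDAC or DNMT inhibitors.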
Numbers without * were called inactive; ? = inconclusive; · = no result given; & = joins results of further samples; [ ] = another dose, or the depositor's remark. Unless noted, calls follow the shape of the dose curve; as a rule, active = well fitted curve in the direction sought with a large enough effect; inconclusive = small, poorly fitted or top-dose-only effect, or another doubt; inactive = no such curve, though single readings can be large; an effect the other way counts as inactive or inconclusive.

Fields: Lamin A splicing, CBFb-RUNX1 inh, HttQ103 aggreg, IMPase Li inh, NPSR antagonist, KinaseGlo FLuc, Epigenetic derep
- COc1cc(OC)c(S(=O)(=O)Nc2ccc(C)cn2)cc1NC(C)=O
    -4%, 4%, -6%, 3%, 18%, 4%, -1.1%
- CC(C)(C)C(=O)Nc1ccc(-c2csnn2)cc1
    ?, 3%, 5%[9.22 µM], ·, -2%, ·, -1.4%
- CCCCC1CC(/C(C)=N/NC(N)=O)OC1=O (configuration not stated)
    20%, 7%, 9%, 5%[38.3 µM], 4%[46.1 µM], 0%, -1.2%
- CCCC[C@@H](NC(=O)[C@@H](Cc1cn(C(=O)OC)c2ccccc12)NC(=O)[C@H](CC(C)(C)C)NC(=O)N1[C@H](C)CCC[C@@H]1C)C(=O)O
    ·, -4%, ·, 2%, ·, 0%[39.9 µM], -3.1%
- COc1ccc(C)cc1NC(=O)Nc1ccccc1
    -16%, 0%, -30%, 20%[38.3 µM], -13%[46.1 µM], -6%, -1.0%
- Cc1ccc(-c2noc(CSc3nnc(Cc4ccccc4)n3-c3cccc(C)c3)n2)cc1
    ?, 0%, ?, 39%[activator][38.3 µM], ?, -6%, 1.9%&3.9%
- COc1ccccc1NS(=O)(=O)c1cc(NC(=O)CCC2CCCC2)ccc1N1CCOCC1
    ?, 18%, ?, 14%, -45%, 3%, -7.6%
- CCNC(=O)Nc1ccccc1C(=O)OC
    ·, 5%, 14%[9.22 µM], -7%, 21%, 5%, 8.5%[10.1 µM]
- O=S(=O)(c1ccc2nc(Cc3ccccc3)[nH]c2c1)N1CCOCC1
    3%, 4%, -12%, -1%[38.3 µM], 7%[46.1 µM], -6%, 1.9%
- CCN(CC)CCCNC(=O)C1c2cc(OC)c(OC)cc2C(=O)N(C)C1c1cccnc1 (configuration not stated)
    ·, -1%, 11%, -4%, 19%, -3%, -2.4%
- CN1C(=O)C2C(c3ccc(N(C)C)cc3)=NN(Cc3ccccc3)C2C1=O (configuration not stated)
    ?, ?, 10%, -2%, -10%, 2%, 1.3%
- N#CC(c1ccc(Cl)nn1)c1ccccc1Cl (configuration not stated)
    -7%, -10%, 11%[9.22 µM], 2%[38.3 µM], -9%[46.1 µM], 2%, 1.5%
- CCOc1ccc(NC(=S)NNc2ccnc3cc(Cl)ccc23)cc1
    ?, ?, -8%, 13%, -22%, -2%, -1.3%
- CC1CN(C2CCN(S(=O)(=O)c3ccccc3)CC2)CC(C)O1 (configuration not stated)
    -3%, -1%, -12%, 13%, -15%[46.1 µM], -2%, -0.9%
- CC1(C)CC(=O)C(C(C#Cc2ccccc2)C2=C(O)CC(C)(C)CC2=O)=C(O)C1
    3%, -2%, 15%, 4%[38.3 µM], -15%[46.1 µM], -2%, 0.0%

Full records, looked up by structure. Values in the order: Lamin A splicing | CBFb-RUNX1 inh | HttQ103 aggreg | IMPase Li inh | NPSR antagonist | KinaseGlo FLuc | Epigenetic derep
Shown for `CN1C(=O)C2C(c3ccc(N(C)C)cc3)=NN(Cc3ccccc3)C2C1=O` (configuration not stated) → ? | ? | 10% | -2% | -10% | 2% | 1.3%
Shown for `COc1cc(OC)c(S(=O)(=O)Nc2ccc(C)cn2)cc1NC(C)=O` → -4% | 4% | -6% | 3% | 18% | 4% | -1.1%

(listing goes on)
Fields: Lamin A splicing, CBFb-RUNX1 inh, HttQ103 aggreg, IMPase Li inh, NPSR antagonist, KinaseGlo FLuc, Epigenetic derep
- CC(=O)c1cccc(NC(=S)NNC(=O)c2ccco2)c1
    2%[46 µM], -3%, ?, -2%, 6%, 0%, 2.2%
- C/C(=N/NS(=O)(=O)c1ccc(C)cc1)c1cccc(NC(=O)c2cccc(Cl)c2)c1
    ?, -4%, 11%, -3%[38.3 µM], -24%[46.1 µM], -9%, -2.3%
- CCC(=O)NNc1ccc(Br)cc1
    ·, -23%, -5%, 4%, 17%, 0%, -2.0%
- COc1ccc(C(=O)NCC(=O)N/N=C/C=C/c2ccccc2)cc1OC
    ·, 5%, -6%, 4%, -9%, 5%, -2.1%
- COC(=O)Nc1nncs1
    ·, 4%, 12%[9.22 µM], ·, 9%, ·, 0.2%
- Cc1cccc(NC(=O)c2cnc3sccn3c2=O)c1
    ·, 6%, 8%[9.22 µM], -13%, 21%, ·, -0.2%
- S=C(Nc1ccc(N2CCOCC2)cc1)Nc1ccc2nc(-c3ccco3)c(-c3ccco3)nc2c1
    -13%, -29%, -19%, 18%[38.3 µM], -8%[46.1 µM], 0%, 0.7%
- CCOc1cccc(-c2nnc3sc(-c4cc(OC)c(OC)cc4OC)nn23)c1
    5%, 6%, 19%, 3%[38.3 µM], -16%[46.1 µM], 1%, 0.4%
- O=C(NNc1ccc(O)cc1)c1ccc(Br)cc1
    ·, -8%, -6%, 5%, -2%, -2%, -1.1%
- CCc1cccc(CC)c1NC(=S)N1CCn2cccc2C1c1cccnc1 (configuration not stated)
    6%, -6%, 15%, 14%, -11%[46.1 µM], 1%, 1.1%
- COc1ccc(OC)c(-c2cc(C(=O)NCCCn3ccnc3)no2)c1
    ?, -2%, 11%, -10%[38.3 µM], -5%[46.1 µM], -2%, 0.0%
- Clc1ccc(-c2ccn[nH]2)cc1
    ·, 23%, -30%, -3%, 46%, 3%, -0.3%
- CCOC(=O)c1ccc(Nc2nc(=O)c3cccnc3s2)cc1
    ?, 6%, 13%, -1%[38.3 µM], -14%[46.1 µM], -2%, -0.3%
- C=CCNC(=S)NNC(=O)c1cccn(Cc2ccc(Cl)cc2)c1=O
    -3%, -7%, 17%, 19%[38.3 µM], -3%[46.1 µM], -1%, 1.1%
- O=C(CCc1ccccc1)NC(=S)NCc1ccco1
    ·, -3%, 9%, 10%, -31%, 0%, 1.1%

Limited to Epigenetic derep, Lamin A splicing and CBFb-RUNX1 inh (six entries from above):
compound	Epigenetic derep	Lamin A splicing	CBFb-RUNX1 inh
CCOc1ccc(NC(=S)NNc2ccnc3cc(Cl)ccc23)cc1	-1.3%	?	?
CC1CN(C2CCN(S(=O)(=O)c3ccccc3)CC2)CC(C)O1 (configuration not stated)	-0.9%	-3%	-1%
CC1(C)CC(=O)C(C(C#Cc2ccccc2)C2=C(O)CC(C)(C)CC2=O)=C(O)C1	0.0%	3%	-2%
CC(=O)c1cccc(NC(=S)NNC(=O)c2ccco2)c1	2.2%	2%[46 µM]	-3%
C/C(=N/NS(=O)(=O)c1ccc(C)cc1)c1cccc(NC(=O)c2cccc(Cl)c2)c1	-2.3%	?	-4%
CCC(=O)NNc1ccc(Br)cc1	-2.0%	·	-23%

Given as labelled records: entries from further up.
structure: CCC(=O)NNc1ccc(Br)cc1
  Lamin A splicing: ·	CBFb-RUNX1 inh: -23%	HttQ103 aggreg: -5%	IMPase Li inh: 4%	NPSR antagonist: 17%	KinaseGlo FLuc: 0%	Epigenetic derep: -2.0%
structure: COc1ccc(C(=O)NCC(=O)N/N=C/C=C/c2ccccc2)cc1OC
  Lamin A splicing: ·	CBFb-RUNX1 inh: 5%	HttQ103 aggreg: -6%	IMPase Li inh: 4%	NPSR antagonist: -9%	KinaseGlo FLuc: 5%	Epigenetic derep: -2.1%
structure: COC(=O)Nc1nncs1
  Lamin A splicing: ·	CBFb-RUNX1 inh: 4%	HttQ103 aggreg: 12%[9.22 µM]	IMPase Li inh: ·	NPSR antagonist: 9%	KinaseGlo FLuc: ·	Epigenetic derep: 0.2%

The list continues.
Fields: Lamin A splicing, CBFb-RUNX1 inh, HttQ103 aggreg, IMPase Li inh, NPSR antagonist, KinaseGlo FLuc, Epigenetic derep
- CN(C)S(=O)(=O)c1ccc(NC(=O)c2ccc([N+](=O)[O-])cc2)cc1
    ·, -9%, 0%[9.22 µM], ·, -3%, ·, 1.7%
- N#CC1=C(N)Oc2c(O)cc3ccccc3c2C1c1ccsc1 (configuration not stated)
    -7%, 4%, -22%, 6%, -44%, 1%, 0.0%
- O=C(C1CCCO1)N1CCN(C(=S)Nc2cccc(Cl)c2)CC1 (configuration not stated)
    ?, -9%, 1%, -7%, 12%, -1%, 1.5%
- CC1(C)OC2C(O1)[C@@H](CO)O[C@H]2n1cnc2c(N)ncnc21 (some centres not stated)
    ·, 2%, 22%[9.22 µM], ·, 14%, ·, 0.0%
- O=C1c2ccccc2-c2nccnc21
    6%, -3%, 1%, 1%[38.3 µM], 1%[46.1 µM], -6%, -0.3%
- c1ccc(COC2CCCN(Cc3nc(-c4cnccn4)no3)C2)nc1 (configuration not stated)
    ·, 2%, -11%, ·, -12%, ·, -1.7%
- CCOc1ncccc1C(=O)OCc1ccccc1
    16%, -12%, -22%, -4%, 0%, -1%, -0.9%
- O=C(CN1CCN(Cc2ccccc2Cl)CC1)N=Nc1c(O)[nH]c2ccccc12
    4%, -3%, 5%, 3%, 8%, 3%, -1.0%
- CCOc1ccc(OCC(=O)OCn2c(SC)nnc(C)c2=O)cc1
    -3%, 1%, 2%, -10%, 18%, 3%, -1.0%
- COc1ccc(N2CCN(C(=O)CCNC(=O)c3ccccc3)CC2)cc1
    -14%[46 µM], 11%, -5%, 2%, -1%, 3%, -0.3%
- CC(C)(C)C(=O)N1CCC(O)(CS(=O)(=O)Cc2ccccc2)CC1
    -10%[46 µM], -9%, 10%, 3%, 8%, -1%, 1.3%
- COc1ccc(CCN(C)c2ccc(S(=O)(=O)N3CCCC3)cc2[N+](=O)[O-])cc1OC
    ?, -7%, 20%, 10%, 3%, -1%, 0.0%
- O=C(NCCc1c[nH]c2ccccc12)c1cc(S(=O)(=O)N2CCCCC2)ccc1N1CCOCC1
    6%, -6%, 5%, -6%[38.3 µM], ?, 2%, -1.6%
- Cc1ccc(Oc2nc3ccccn3c(=O)c2/C=C(\C#N)C(=O)NC2CCS(=O)(=O)C2)cc1 (configuration not stated)
    ·, 1%, 7%[9.22 µM], ·, -8%, ·, 1.1%
- Cc1ccc2[nH]c(-c3ccccc3)c(CN3CCN(C)CC3)c(=O)c2c1
    8%, 1%, 3%[9.22 µM], 4%[38.3 µM], -1%[46.1 µM], -2%, -3.0%

Screening data deposited in PubChem BioAssay by National Center for Advancing Translational Sciences (NCATS).

Only part of the results is shown; rates above refer to the full screens.
